# CHRM1 agonist – agonists of human M1 muscarinic receptor. P11229. CHO-K1 hM1, Fluo-8 calcium fluorescence, agonist mode; 0% DMSO, 100% acetylcholine EC100. activation, % at 3 µM. actives 0.33% (n = 360,000). AID 588814;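 active = activation above the run's mean compound activation plus 3 SD, cut at about 16% in these data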;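 also: peak over basal fluorescence ratio within a 140 s kinetic read after compound addition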
# Target sequence (P11229 whole entry, looked up): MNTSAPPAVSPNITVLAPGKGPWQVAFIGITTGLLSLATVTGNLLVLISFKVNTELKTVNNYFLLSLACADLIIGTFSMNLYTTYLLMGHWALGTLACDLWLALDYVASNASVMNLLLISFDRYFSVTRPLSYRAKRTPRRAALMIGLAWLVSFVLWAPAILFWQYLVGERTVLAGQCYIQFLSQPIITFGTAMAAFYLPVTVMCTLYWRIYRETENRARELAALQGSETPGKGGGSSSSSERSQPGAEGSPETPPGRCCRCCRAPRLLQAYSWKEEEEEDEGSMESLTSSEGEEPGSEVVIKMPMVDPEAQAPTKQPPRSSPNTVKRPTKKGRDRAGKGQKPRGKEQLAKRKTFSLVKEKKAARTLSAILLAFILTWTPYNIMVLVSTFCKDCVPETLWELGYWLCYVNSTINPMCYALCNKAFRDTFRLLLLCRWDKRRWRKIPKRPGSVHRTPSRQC
# V1R ag counter – counter-screen for oxytocin receptor agonists: human V1a receptor agonists. CHO-V1R cells, Fluo-8 calcium fluorescence, agonist mode; 0% DMSO, 100% 3 nM vasopressin. activation, % at 3 µM. actives 0.25% (n = 320,000). AID 2797;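 active = activation above the mean activation of all tested compounds plus 3 SD, per screening run, cut at about 20% in these data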;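 also: signal is peak over basal fluorescence ratio across a 100 second FLIPR read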
# OXTR potentiate – potentiates the human oxytocin receptor response | actives 0.061% (n = 320,000) | P30559 | CHO-OTR cells, Fluo-8 calcium fluorescence, potentiator mode; 0% = oxytocin EC15, 100% = EC100 | activation, % at 3 µM;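 active = activation above that plate's cutoff, the mean activation of tested compounds plus 3 SD, cut at about 6.6% in these data, passing the limit was not always enough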;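 also: 100% uses oxytocin at 75 nM as the full agonist control; some results filed as inactive read as strong as hits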
# Target sequence (P30559 whole entry, looked up): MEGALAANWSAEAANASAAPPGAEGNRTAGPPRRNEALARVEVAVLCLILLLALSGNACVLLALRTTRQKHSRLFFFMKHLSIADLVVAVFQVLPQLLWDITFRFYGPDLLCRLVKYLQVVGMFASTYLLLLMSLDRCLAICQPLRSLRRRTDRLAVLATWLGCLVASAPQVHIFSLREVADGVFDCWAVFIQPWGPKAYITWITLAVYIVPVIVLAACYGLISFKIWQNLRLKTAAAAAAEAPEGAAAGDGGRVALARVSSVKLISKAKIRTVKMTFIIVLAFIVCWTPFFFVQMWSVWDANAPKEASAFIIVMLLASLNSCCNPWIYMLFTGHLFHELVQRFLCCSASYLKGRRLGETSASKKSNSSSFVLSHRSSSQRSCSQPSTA
#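 System: human OTR in CHO cells / Also added: sub-maximal oxytocin, roughly EC15 / Control set: EC15 oxytocin low, 75 nM oxytocin high / Schedule: 6 min compound pre-incubation at room temperature, 100 s kinetic read / Compound: single-point 3.0 µM / Replication: singlicate / Technique: Fluo-8 calcium dye fluorescence / Read-out basis: % activation of max/min ratio relative to oxytocin controls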
# M1 PAM parental – nonselective activator or artifact in parental CHO-K1 calcium assay; ATP EC20, Fluo-8 calcium fluorescence; 0% at ATP EC20, 100% at ATP max; activation, % at 3 µM; actives 0.02% (n = 360,000); AID 602247;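 active = activation above the run cutoff, the mean activation of all test compounds plus 3 SD, cut at about 40% in these data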;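 also: peak over basal fluorescence ratio in a 140 s read after ATP addition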
# TAAR1 ag – agonists of human TAAR1; Q96RJ0; CHO RD-HGA16 TAAR1, Fluo-8 calcium fluorescence; vehicle wells 0%, saturating PEA agonist 100%; activation, % at 3 µM; actives 0.99% (n = 360,000);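 active = activation above the mean activation of all test compounds in the run plus 3 SD, cut at about 38% in these data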
#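 Assay system: CHO-derived RD-HGA16 cells with stable Gα16 and human TAAR1; timing: 17-24 h seeding, 75 min 37 °C dye, 30 min RT; read-out: % activation from peak over basal fluorescence ratio, DMSO-to-PEA scaled; measured by: kinetic Fluo-8 calcium fluorescence; benchmarks: low control DMSO, high control PEA (EC100); doses: 3 µM single concentration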
# M1 ag parental – nonselective activator or artifact in parental CHO-K1 cells | Fluo-8 calcium fluorescence; scaled to maximal ATP response, vehicle zero | activation, % at 3 µM | actives 0.48% (n = 360,000); in the data active = activation above about 15%;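 also: untransfected CHO-K1 host cells lacking M1 receptor as counterscreen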
# TAAR1 antag – antagonists of human TAAR1. Q96RJ0. CHO RD-HGA16 TAAR1, Fluo-8 calcium fluorescence, antagonist. actives 1.5% (n = 360,000). inhibition, % at 3 µM;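 active = inhibition above a per-plate cutoff, the mean inhibition of test compounds on that plate plus 3 SD, cut at about 49% in these data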;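 also: 0% = DMSO plus EC80 beta-PEA response and 100% = DMSO alone without agonist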
#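 System: CHO RD-HGA16 cells bearing hTAAR1. Reagent: EC80 β-phenethylamine stimulus. Schedule: seeding 17-24 h prior, 75-min 37 °C, 30-min RT dye loading. Signal: Fluo-8 intracellular calcium dye fluorescence, real-time kinetic reads. Read-out: % inhibition from peak post-agonist over basal fluorescence ratio. Benchmarks: vehicle wells and EC80 agonist wells. Replicates: n of 1.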
# CHO parental Ca – signal in parental CHO cells, OX1R antagonist counter-screen. actives 0.63% (n = 330,000). AID 463079. parental CHO-K1, ATP-induced calcium, Fluo-8 fluorescence. inhibition, % at 5.6 µM;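 active = inhibition above that plate's mean sample inhibition plus 3 SD, cut at about 26% in these data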;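 also: 0% = ATP-challenged DMSO wells and 100% = DMSO wells without ATP; some compounds past the cut are filed as inactive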
#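 Material: Parental CHO cells | Reagent: ATP | Compound dosing: Single nominal dose of 5.6 µM per compound | Detection: Intracellular calcium via Fluo-8 no-wash fluorescent dye | Read-out: % inhibition of ATP-induced calcium mobilization | Benchmarks: Low control ATP plus DMSO, high control DMSO only | Replicates: Singlicate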
# CHO-K1 Ca antag – M1 antagonist counterscreen hit in parental CHO-K1 cells | actives 0.6% (n = 360,000) | ATP-induced calcium, Fluo-8 fluorescence | inhibition, % at 3 µM | AID 602250;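 active = inhibition above a per-plate cutoff, the plate's mean sample inhibition plus 3 SD, cut at about 24% in these data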;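 also: 0% = DMSO plus EC80 ATP and 100% = DMSO alone without ATP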
# An asterisk follows results filed as active; / = no result given.
SMILES,CHRM1 agonist,V1R ag counter,OXTR potentiate,M1 PAM parental,TAAR1 ag,M1 ag parental,TAAR1 antag,CHO parental Ca,CHO-K1 Ca antag
Cc1cc(NC(=O)CCN2CCN(CCO)CC2)ccc1Br,-3,0.2,1,13,5,0.7,-25,-3,-12
Cc1ccc(NC(=O)c2cccc3c2C(=O)N(C2CCCCC2)C3)c(C)c1,0,-0.2,1,-14,/,0.1,/,-17,4
COC(=O)[C@@]1(C(C)C)N=C(c2cc(OC)c(OC)c(OC)c2)[C@]2(O1)C(=O)N(C)c1ccc(Br)cc12,/,/,/,1,3,2.1,-6,/,-15
CCOc1ccccc1N1CC(C(=O)Nc2cc(S(C)(=O)=O)ccc2Cl)CC1=O (configuration not stated),-4,0.4,-11,24,3,3.0,-45,-3,-3
COc1cccc(-c2nc(N3CCCC3)c3ccccc3n2)c1O,-2,0.0,-6,5,1,0.6,6,-36,-11
Cc1cccc(NC(=O)Cn2cnc3c(cnn3-c3ccc(F)cc3)c2=O)c1C,-4,1.1,-1,11,-1,0.0,-18,9,6
Cc1ccc(N2CCN(/N=C/c3ccccc3[N+](=O)[O-])CC2)cc1,-4,-0.4,-5,-4,2,1.5,-14,-4,-17
CC(C)CNS(=O)(=O)c1ccc(S(=O)(=O)N2CCN(CCC#N)CC2)cc1,-1,0.4,-8,15,2,-0.3,-11,-11,-3
Cc1ccc(S(=O)(=O)NC(=O)C2(C)CCN2C(=O)c2cccc(F)c2)nc1 (configuration not stated),0,/,/,7,2,0.2,-22,/,-11
O=C(CCl)NCc1c(Cl)cccc1-n1cccc1,-5,0.6,-2,4,6,-0.1,-9,-3,-21
CCOc1cc(C(=O)Nc2ccc3c(c2)OCO3)ccc1OC(F)F,-3,0.4,-4,-2,8,5.6,25,-9,-12
Cc1csc(SCC(=O)Nc2sccc2C#N)n1,-2,-0.4,-4,15,4,0.9,-6,-3,-8
COc1cc(OC)cc(-c2nnc(SCc3c(F)cccc3Cl)o2)c1,-6,2.2,-10,23,2,4.9,30,38*,-15
CNC(=O)C[C@@H]1C(=O)N(CCc2ccccc2)CC1(C)C,-3,/,/,10,9,0.8,-12,/,-7
O=C(CSc1nnc(CNC(=O)C23CC4CC(CC(C4)C2)C3)n1-c1ccc(F)cc1)Nc1ccccc1,-4,0.8,-4,16,29,0.6,8,-9,-11
CCOc1ncccc1C(=O)OCc1ccc(C#N)cc1,-4,-1.4,-11,28,0,2.8,11,-7,-12
Cc1cc2c(=O)[nH]c(Cc3ccccc3)nc2s1,-8,-0.7,2,21,0,2.1,-15,-10,1
CCOc1ccc2nc(SCC(=O)Nc3cccc(S(=O)(=O)NC4=NCCCCC4)c3)[nH]c2c1,-6,-0.4,-13,22,2,3.1,-10,-15,-14
CN(Cc1ccccc1Br)C(=O)CSc1nnnn1C1CC1,-3,0.4,2,12,18,-0.1,7,-17,-10
COc1cc(C(=O)N2CCN(c3cccc(Cl)c3)CC2)ccc1OCC(=O)N1CCOCC1,-2,/,/,23,4,3.9,6,/,-11

# Next section, starting with the last 2 of the part before.
SMILES,CHRM1 agonist,V1R ag counter,OXTR potentiate,M1 PAM parental,TAAR1 ag,M1 ag parental,TAAR1 antag,CHO parental Ca,CHO-K1 Ca antag
CN(Cc1ccccc1Br)C(=O)CSc1nnnn1C1CC1,-3,0.4,2,12,18,-0.1,7,-17,-10
COc1cc(C(=O)N2CCN(c3cccc(Cl)c3)CC2)ccc1OCC(=O)N1CCOCC1,-2,/,/,23,4,3.9,6,/,-11
C=CCn1c(SCC(=O)c2cc(C)n(C)c2C)nnc1-c1ccncc1,-2,0.9,-15,2,0,1.1,-36,-10,7
CC(=O)c1ccc(-n2nnnc2SCC(=O)Nc2cccc(NC(=O)c3ccco3)c2)cc1,0,7.9,-5,10,16,2.3,17,3,1
Cc1ccc(S(=O)(=O)N2CCCC(C(=O)N3CCN(c4ccccc4)CC3)C2)cc1 (configuration not stated),-2,4.2,-10,-8,2,6.0,-1,-26,-2
Cc1c(Br)c(C(F)(F)F)nn1CC(=O)N(C)C1CCCCC1,-6,-1.1,-6,10,-1,0.8,-2,-26,-4
Cc1ccc(S(=O)(=O)N2C(=O)c3cccc4cccc2c34)cc1,-4,-0.8,-5,-13,-3,-0.3,-19,-24,6
CC(=O)Nc1ccc(S(=O)(=O)NNC(=O)COc2cc(C)ccc2C(C)C)cc1,-4,0.5,-9,11,3,0.3,10,-16,-10
Cn1c(=O)n(C)c2cc(S(=O)(=O)N3CCCc4ccccc43)ccc21,-3,2.5,-7,9,11,3.6,7,-12,-11
Cc1cc(C)n(-c2cc(N3CCN(C(=O)c4ccccc4C)CC3)ccc2[N+](=O)[O-])n1,-1,2.6,0,-7,9,2.4,5,-6,4
Cn1ccc(C(=O)N/N=C/c2cccnc2)n1,0,-0.1,-10,3,1,0.7,-16,6,-14
Cc1ccc(CN2CCNC(=O)C2CC(=O)NC2CCCCCC2)o1 (configuration not stated),-8,-0.1,-3,24,1,0.5,3,-16,-2

# Some values from the entries so far:
# In TAAR1 antag, `Cc1cc(C)n(-c2cc(N3CCN(C(=O)c4ccccc4C)CC3)ccc2[N+](=O)[O-])n1` is entered as 5
# In OXTR potentiate, `CC(=O)Nc1ccc(S(=O)(=O)NNC(=O)COc2cc(C)ccc2C(C)C)cc1` is entered as -9
# In TAAR1 ag, `Cc1ccc(S(=O)(=O)N2C(=O)c3cccc4cccc2c34)cc1` is entered as -3
# In CHRM1 agonist, `Cn1c(=O)n(C)c2cc(S(=O)(=O)N3CCCc4ccccc43)ccc21` is entered as -3
# In TAAR1 ag, `Cc1ccc(S(=O)(=O)N2CCCC(C(=O)N3CCN(c4ccccc4)CC3)C2)cc1` (configuration not stated) is entered as 2

# Later entries
SMILES,CHRM1 agonist,V1R ag counter,OXTR potentiate,M1 PAM parental,TAAR1 ag,M1 ag parental,TAAR1 antag,CHO parental Ca,CHO-K1 Ca antag
CNc1nnc(-c2cc3ccccc3oc2=O)s1,-2,-0.8,-16,7,7,0.1,-12,-15,-1
O=C(CCn1nc(-c2ccccc2)ccc1=O)N1CCN(c2ccccc2)CC1,-6,-1.1,0,12,8,3.2,10,-12,2
Cc1cc(NC(=O)c2ccccc2F)ncc1NC(=O)c1cccs1,-8,0.3,-7,-11,8,0.6,-9,-11,-2
CN(C)c1ccc(CN(C(=O)C2COc3ccccc3O2)C2CCS(=O)(=O)C2)cc1 (configuration not stated),1,-0.2,-3,10,13,1.6,2,-14,-18
CCOC(=O)COc1ccc(-c2nnc(-c3ccccc3)o2)cc1,-5,3.1,5,-7,7,2.0,30,-20,11
COc1cc(-c2cnc3c(NC=O)cc(-c4cccc(NC(C)=O)c4)cn23)cc(OC)c1OC,-3,/,/,22,6,2.4,16,/,-3
COc1ccc(C2NN=C(c3ccc(C)cc3)S2)cc1OC (configuration not stated),-4,0.0,-4,17,0,0.4,-1,-18,-15
O=C(Nc1c(C(=O)N2CCCCC2)cnn1-c1ccccc1)c1ccccc1F,-3,/,/,3,1,0.0,-6,/,-5
O=C(Nc1ccccc1C(=O)NCc1ccccc1)c1ccco1,-3,-0.7,-9,8,5,0.9,28,-4,0
O=[N+]([O-])c1ccc2[nH]ncc2c1,1,0.3,-6,4,0,3.7,20,2,-2
Cc1noc(C)c1S(=O)(=O)NC1CCN(Cc2ccccc2)CC1,-11,2.3,0,11,1,0.7,-10,-8,4
CC(C)c1ccc(CN(C)CC(O)c2ccccc2)cc1 (configuration not stated),-7,0.4,-2,13,1,0.7,-3,-18,-18
O=C(Cc1ccc(Cl)c(Cl)c1)N/N=C/c1cccnc1,-2,1.9,-3,-1,2,3.5,-4,-3,-9
CCOC(=O)C1(Cc2ccccc2C)CCCN(C(=O)c2ccccn2)C1 (configuration not stated),-5,-0.8,-10,24,16,3.6,-21,-2,-20
O=C(O)c1cnn2c1C(=O)N(Cc1cccs1)CC2,-6,-0.2,-5,22,4,-0.3,-1,-2,-12
CCCCS(=O)(=O)N1CCC(C(=O)NCC2CCCO2)CC1 (configuration not stated),-1,2.8,-13,-7,6,0.1,-18,5,4
CCCCc1cc(=O)oc2cc(OCC(=O)NCc3ccccn3)ccc12,-2,6.8,-6,-20,3,0.7,3,-16,8
CCOc1cc(NC(=S)NCCCN2CCOCC2)c(OCC)cc1NC(=O)c1ccc(C)cc1,-6,0.1,-1,0,5,-0.1,3,-3,-4
O=C1c2ccc3c4c(ccc(c24)C(=O)N1c1cccc(O)c1)C(=O)N(c1cccc(O)c1)C3=O,-2,0.0,-8,14,1,1.6,-5,-9,-3
CCOc1ccccc1C1C(C(N)=O)=C(C)Nc2nc(-c3cccc(C)c3)nn21 (configuration not stated),3,0.6,-11,17,9,0.5,12,-13,-5
O=C(NCc1ccccc1)C1=C[C@H](C2CC2)C[C@H](OCCCCO)O1,-3,0.2,-5,16,9,0.4,4,-11,-17
CCN(c1ccc(NC(=O)COC(=O)c2ccc3ccccc3n2)cc1)C(C)C,-13,-0.4,-1,29,4,2.7,9,-14,-32
CC1CCCN(C(=O)Cc2ccc(F)cc2)C1 (configuration not stated),-4,0.7,-1,3,14,-0.3,-12,0,-16
Cc1cc(C)cc(NC(=O)CN2CCN(c3ncccn3)CC2)c1,-5,0.7,-4,-13,5,0.2,-4,-13,15
O=C(Nc1ccccc1Cl)O/N=C/c1ccncc1,-1,0.1,2,11,-1,-0.5,4,-3,0
O=C(c1cccc2cccc(O)c12)N1CCCCC1,-1,0.4,-6,16,22,0.5,-1,4,-5
COc1cc(C2C(c3ccccc3)C(c3cc(OC)cc(=O)o3)C2c2ccccc2)oc(=O)c1 (configuration not stated),-3,/,/,0,0,0.0,-24,/,-1
N[C@@H](Cc1ccccc1)C(=O)N1CCOCC1,-4,0.2,-1,12,8,1.1,-3,-8,-10
O=c1c(-c2ccccc2)cnc2n1CCS2,-6,-0.2,-13,4,4,1.0,-13,6,-11
Cc1ccc(NC(=O)CSc2ncccc2C(=O)Oc2cccc([N+](=O)[O-])c2)cc1Cl,-5,3.4,-3,9,1,0.7,-3,24,-3
O=c1c2ccccc2ncn1CCOCCOc1ccc([N+](=O)[O-])cc1,-4,1.2,-11,-17,4,0.7,-6,-16,11
CCn1c(/C=C/Nc2ccccc2)[n+](CC)c2ccc(C(=O)OCC(F)(F)F)cc21,-8,-0.1,-2,19,0,1.1,-28,-2,-6
CCn1c(=O)c(C(=O)CN2CC(C)OC(C)C2)c(N)n(Cc2ccccc2)c1=O (configuration not stated),-4,0.1,-4,25,13,0.8,-14,-15,-15

# Screens: PubChem, The Scripps Research Institute Molecular Screening Center
